VCAM1 TNFa inh – reduces TNF alpha induced VCAM1 expression in HUVEC; hit rate 0.48% among 95,000; inhibition, % at 2 µM; HUVEC TNFa-induced VCAM-1 immunofluorescence, high-content imaging; AID 802;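 active means inhibition above the batch mean plus 3 SD, with images confirmed as a hit by eye, cut at about 37% in these data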;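 further: 0% = TNF-stimulated DMSO wells and 100% = unstimulated control wells; not every result past the cut was called active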
H69AR inhibit – blocks growth of human H69AR lung tumor cells. viability, % at 10 µM. hit rate 6% among 85,000. H69AR lung tumor viability, ATP luminescence, 72 h; hits give low values;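 active means viability at or below 40%; inactive means viability above 40%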;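 further: multidrug resistant small cell line overexpressing MRP-1 efflux transporter; 100% = mean luminescence of untreated control wells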
HUVEC inhibit – inhibitors of human endothelial cell proliferation; hit rate 1.1% among 86,000; viability, % at 10 µM (by protocol); HUVEC proliferation, CellTiter-Glo luminescence, 72 h; hits give low values; AID 648;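 active means viability at or below 30%; inactive means viability above 30%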;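 further: 100% = median luminescence of DMSO-only cell control wells on each plate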
Pyk2 oligo antag – blocks oligomerization of human Pyk2 in cells. z-score (the deposit names both 25 µM and 10 µM). Q293 cells, Pyk2 FERM NanoBiT luminescence; hits give low values. hit rate 0.83% among 99,000. AID 1347419. Q14289;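 active means Z-score of -3 or lower, scaled per plate to the spread of control and sample wells; inactive means z-score above -3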;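 further: negative z-score means lost luminescence so less FERM oligomerization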
Target sequence (Q14289 whole entry, looked up): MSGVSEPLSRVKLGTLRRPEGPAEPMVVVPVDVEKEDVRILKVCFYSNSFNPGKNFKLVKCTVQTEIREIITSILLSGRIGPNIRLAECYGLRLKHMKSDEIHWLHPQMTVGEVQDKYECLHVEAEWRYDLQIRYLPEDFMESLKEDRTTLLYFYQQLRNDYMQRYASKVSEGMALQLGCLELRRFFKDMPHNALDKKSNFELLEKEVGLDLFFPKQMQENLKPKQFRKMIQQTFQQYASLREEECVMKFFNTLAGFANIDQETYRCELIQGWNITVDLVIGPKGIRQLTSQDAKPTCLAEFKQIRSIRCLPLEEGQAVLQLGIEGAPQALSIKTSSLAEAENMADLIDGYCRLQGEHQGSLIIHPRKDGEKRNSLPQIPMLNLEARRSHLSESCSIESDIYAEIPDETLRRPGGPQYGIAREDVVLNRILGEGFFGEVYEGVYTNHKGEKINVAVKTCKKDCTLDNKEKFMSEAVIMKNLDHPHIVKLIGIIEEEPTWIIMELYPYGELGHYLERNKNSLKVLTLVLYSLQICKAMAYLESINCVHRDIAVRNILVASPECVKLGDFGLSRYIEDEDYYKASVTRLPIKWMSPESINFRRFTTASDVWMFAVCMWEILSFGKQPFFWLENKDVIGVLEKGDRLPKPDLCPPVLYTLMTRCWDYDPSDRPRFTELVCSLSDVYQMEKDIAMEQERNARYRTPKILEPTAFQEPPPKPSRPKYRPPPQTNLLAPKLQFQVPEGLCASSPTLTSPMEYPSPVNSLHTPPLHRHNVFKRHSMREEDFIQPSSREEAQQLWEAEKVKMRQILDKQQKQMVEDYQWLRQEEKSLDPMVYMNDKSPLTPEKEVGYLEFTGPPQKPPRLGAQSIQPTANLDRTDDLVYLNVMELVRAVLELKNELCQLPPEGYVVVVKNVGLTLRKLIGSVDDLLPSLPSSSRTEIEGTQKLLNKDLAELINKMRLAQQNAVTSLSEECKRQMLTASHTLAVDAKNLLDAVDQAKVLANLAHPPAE
HUVEC tox TNFa – HUVEC cytotoxicity counter-screen, TNF alpha stimulated. HUVEC TNFalpha-stimulated, Hoechst cell count, imaging. cell count reduction, % at 2 µM. hit rate 0.17% among 93,000. AID 848;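 active means cell count reduction exceeding the screen mean by over 5 SD, scaled to untreated wells per plate, cut at about 78% in these data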;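 further: cells counted after 24 h of TNF alpha exposure following the 1 h pretreatment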
IL1B cytotox – toxic to HUVEC cells under IL-1B stimulation; hit rate 0.41% among 94,000; HUVEC cell count loss, Hoechst imaging, IL-1B stimulated; cell count reduction, % at 2 µM; AID 845;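 active means cell count reduction more than 3 SD above the screen-wide mean, cut at about 70% in these data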;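 further: normalized per plate to untreated control cells as the no-loss baseline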
Smad3 inh – blocks human Smad3 binding to FoxH1 peptide; TR-FRET Smad3/Dy647-FoxH1 peptide binding, europium anti-His; inhibition, % at 25 µM; hit rate 0.29% among 88,000;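 active means compounds that reduce the energy-transfer binding signal between the protein and its labelled peptide by more than half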;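 further: 0% = Smad3 plus labelled peptide maximal FRET and 100% = peptide-only background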
Lung fibro prol – blocks proliferation of human lung fibroblasts; hit rate 1.1% among 85,000; viability, % at 10 µM; LL 47 human lung fibroblast viability, ATP luminescence; hits give low values;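 active means viability at or below 50% in the single dose screen; inactive means viability above 50%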;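 further: compound exposure lasted 72 h before the ATP readout; 100% = median luminescence of untreated cell-only wells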
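Test system: LL 47 human lung fibroblasts; Quantity: 1,150 cells/well; Buffer or medium: IMEM plus 15% FBS; Dosing: tenfold compound dosing solution, DMSO at 0.1%; Timing: overnight cell rest, 72 h compound treatment at 37 °C; Detection: ATP-based CellTiter-Glo luminescent readout; Read-out basis: viability percentage against median untreated-cell control; Controls: cell-only wells, no compound.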
cytoskel mod – alters cytoskeleton assembly in HUVEC cells. hit rate 0.18% among 91,000. inhibition, % at 2 µM. HUVEC TNFa F-actin phalloidin imaging, high content;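 active means inhibition above the batch mean plus 3 SD and confirmed as a hit by visual image inspection, cut at about 30% in these data, passing the limit was not always enough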; further: strong numbers were not always called active
Numbers without * were called inactive; · = no result given; [ ] = dose if it differs, or a comment.

Value order – VCAM1 TNFa inh, H69AR inhibit, HUVEC inhibit, Pyk2 oligo antag, HUVEC tox TNFa, IL1B cytotox, Smad3 inh, Lung fibro prol, cytoskel mod
Cc1cccc(OCCNC(=O)c2cc(-n3cnnc3)ccc2Cl)c1
 : 13.8, ·, ·, 0.88, -14.2, -26.5, ·, ·, 6.8
COc1ccc(C2C=C(c3ccc(Br)cc3)Nc3nc(NS(C)(=O)=O)nn32)cc1 (stereo not drawn)
 : 5.7, ·, ·, ·, -17.6, -26.6, ·, ·, -5.1
O=C(NC12CC3CC(CC(C3)C1)C2)N1CCCC(CO)C1 (stereo not drawn)
 : ·, 74.2, 88.5, 2.53, ·, -47.5, 11.3[fluorescence artefact?], 89.5, ·
CS(=O)(=O)N1CCN(C(=O)c2ccc(F)cc2)CC1
 : 22.1, 108.5, 93.6, 1.11, -2.8, 18.3, 6.0, 100.5, 8.1
N#Cc1c(-c2ccco2)cc(-c2cccnc2)nc1N
 : -0.9, 46.8, 89.4, 1.18, -38.7, -20.5, 6.0, 94.8, 22.1
CC(=O)c1ccc(-n2nnnc2SCC(=O)Nc2cccc(NC(=O)c3ccco3)c2)cc1
 : 25.7, 71.7, 77.5, -0.4, 2.7, 8.0, -1.2, 95.1, -0.1
Cc1ccc(NC(=O)c2cc(NC(=O)c3ccco3)ccc2N2CCOCC2)cc1
 : 1.0, 41.5, 89.4, -0.82, -10.8, -10.7, 0.8, 106.7, -7.3
O=S(=O)(NCCOc1ccccc1)c1ccc2ccccc2c1
 : 15.3, ·, ·, 1.38, -1.3, -8.3, ·, ·, -27.2
CCOC(=O)N1CCN(C(=O)CSc2ncnc3ccccc23)CC1
 : 14.4, 86.5, 100.6, ·, 3.1, -3.6, 10.3, 90.8, -13.9
Cc1cccc(OCc2nnc(SCC(=O)Nc3ccc(C)c(Cl)c3)o2)c1
 : 0.9, ·, ·, 0.59, 4.1, 9.1, ·, ·, -3.3
Cc1csc2ncc(C(=O)Nc3ccc4c(c3)OCCO4)c(=O)n12
 : ·, 95.2, 96.4, ·, ·, ·, -31.6[fluorescence artefact?], 102.8, ·
c1ccc(COc2ccc(CNn3cnnc3)cc2)cc1
 : 34.2, 99.8, 93.5, 0.8, -10.4, -19.9, 2.0, 100.8, -8.6
O=C(c1cnccn1)N1CCN(S(=O)(=O)c2ccc3ccccc3c2)CC1
 : -10.6, 93.5, 96.1, 1.22, -10.6, -12.4, -12.9, 106.1, -2.7
Cc1nc(NC2=NCN(CCN3CCOCC3)CN2)nc2c(C)cccc12
 : 12.0, 87.0, 91.2, ·, 9.2, -35.8, 11.0, 80.5, 3.7
CCN(CC)S(=O)(=O)c1ccc2c(c1)c(=O)c(C(=O)N1CCN(c3ccccc3)CC1)cn2C
 : 2.3, ·, ·, 0.4, -6.0, 1.7, ·, ·, 24.4
CCN(CC)CCN1C(=O)c2ccccc2NC1c1cccc(F)c1 (stereo not drawn)
 : -10.8, 84.1, 99.2, 0.07, -16.9, -25.6, -3.3, 93.3, 0.2
O=C(Nc1ccccc1F)c1cc(S(=O)(=O)N2CCCCC2)cs1
 : 5.5, ·, 103.8, 1.95, -8.7, -64.1, 7.5, 96.6, -11.4
O=C(CC(Sc1ccccc1)c1cccs1)c1ccco1 (stereo not drawn)
 : 2.9, 1.9*, 87.7, -0.09, -12.4, -6.8, 3.0, ·, -30.3
COc1ccc(N/C(N)=N/c2nc(CSc3ccc(Cl)cc3)cc(=O)[nH]2)cc1
 : -2.8, 16.3*, 53.9, 0.13, -0.4, 7.2, -8.8, 93.8, -9.7
O=C(c1ccco1)N1CCN(C(=O)c2cc(-c3ccncc3)nc3ccc(Br)cc23)CC1
 : 32.0, 38.6*, 65.0, -0.15, -10.0, -15.6, -1.6, 84.2, 20.1
CC(=O)c1c(C)[nH]c(C(=O)NCCc2cccc(C)c2)c1C
 : 4.0, 78.8, 99.1, 0.3, -14.4, -23.6, 4.8, 104.3, -14.1
CCCCCSc1nc2c(c(=O)[nH]c(=O)n2C)n1C(C)C
 : 15.8, ·, ·, ·, -33.3, 49.2, ·, ·, 6.3
O=C(c1ccccc1)c1cccn1CC(=O)N1CCN(c2ccccc2)CC1
 : -4.8, 97.4, 98.1, -0.64, -12.4, 13.1, -4.4, 103.9, -0.8
C/C(N)=C(/C#N)C(=O)CSc1nc(C2CCCCC2)n(-c2ccccc2)n1
 : ·, 63.6, 97.4, -1.76, ·, ·, -7.2, 91.3, ·
Cn1c(COc2nnc(-c3ccc(Cl)cc3)c3ccccc23)nc2ccccc21
 : -36.3, ·, ·, 0.03, ·, 3.4, ·, ·, -9.5
CCC(C)(C)n1nnnc1C(c1ccc(C)cc1)N1CCSCC1 (stereo not drawn)
 : 20.7, 88.7, 101.6, -0.06, -4.0, -19.0, 20.0, 97.2, ·
Cc1ccc(CNC(=O)C2CC(=O)OC23CCCC3)c(C)c1 (stereo not drawn)
 : 12.0, 91.0, 95.2, 1.64, -7.3, -18.7, 0.9, 98.8, 19.3
COc1cccc(N2CC(C(=O)OC(C)C(=O)c3ccccc3)CC2=O)c1 (stereo not drawn)
 : 11.9, 97.4, 99.4, 1.6, -44.9, -29.3, 5.5, 103.8, 16.0
COc1cccc(/C=C/c2ccncc2)c1OC
 : 5.9, ·, ·, -1.57, 6.5, -13.0, ·, ·, 17.2
Cc1ccccc1N1CCN(Cc2c[nH]c3ccccc23)CC1
 : -5.4, 60.9, 85.6, -0.89, ·, -8.4, 9.8[fluorescence artefact?], 78.0, 1.1

More entries:
Value order – VCAM1 TNFa inh, H69AR inhibit, HUVEC inhibit, Pyk2 oligo antag, HUVEC tox TNFa, IL1B cytotox, Smad3 inh, Lung fibro prol, cytoskel mod
Cc1ccc(-c2nc(C3CCCN(S(=O)(=O)c4ccc(C)cc4)C3)no2)cc1 (stereo not drawn)
 : ·, 105.5, 102.6, ·, ·, ·, 9.4, 95.3, ·
Nc1c(C(=O)NCc2ccco2)nnn1Cc1ccccc1
 : 4.8, 99.2, 93.6, 0.32, -10.4, -29.5, -3.5, 90.2, -7.0
CCOC(=O)C1=C(CS(=O)(=O)c2ccccc2)NC(=O)NC1c1ccccc1OCC (stereo not drawn)
 : 17.4, 85.7, 101.8, ·, -23.6, -17.5, 5.3, 101.0, -4.6
CCOC(=O)N1CCC2(CC1)C(C#N)=C(N)OC1=C2C(=O)CC(C)(C)C1
 : 8.7, 102.3, 114.8, 0.79, -23.8, -48.8, 14.7, 104.9, 8.2
Cc1ccnc(NC(=O)Nc2cccc(F)c2)c1
 : -0.3, 87.2, 95.0, -1.17, -18.1, -23.4, 7.8, 93.4, 23.6
CCC(C)(C(=O)NC1CCCC1)N(C(C)=O)c1ccc(C)cc1 (stereo not drawn)
 : -2.5, 86.3, 83.1, -0.41, -4.7, -23.0, 11.5, 92.4, -3.8
CCOC(=O)C1=C(c2ccccc2)N=c2s/c(=C\c3ccc(O)cc3)c(=O)n2C1c1cccs1 (stereo not drawn)
 : 12.2, ·, ·, -0.91, ·, 2.0, ·, ·, -2.1
O=C(CN1CCCC(O)C1)N1c2ccccc2Sc2ccc(C(F)(F)F)cc21 (stereo not drawn)
 : 18.6, 108.7, 96.7, -0.56, -2.0, 0.4, -19.1, 95.1, 0.8
Brc1ccc(CSc2nccn2-c2ccccc2)cc1
 : -7.8, ·, ·, -1.86, 5.7, -8.4, ·, ·, 6.8
COc1ccc(NC(=O)CSc2nnc(CNC(=O)c3ccco3)n2-c2ccccc2OC)cc1
 : 15.8, 94.9, 93.7, -0.74, -37.7, -18.0, 1.7, 100.4, -12.0
CCc1ccc(NC(=O)N(CCOC)C2CCN(C(C)=O)CC2)cc1
 : -9.9, 82.2, 92.3, 0.49, -7.3, -4.4, -7.6, 97.2, 8.9
Cc1ccc(C(=O)Nc2nnn(C)n2)cc1
 : -1.4, ·, ·, 0.71, -13.2, -11.4, ·, ·, -8.7
COC(=O)c1ccc(CSc2nc3scc(-c4cccs4)c3c(=O)[nH]2)o1
 : 15.3, 84.7, 84.5, -0.8, -50.4, -28.3, -11.4, 92.2, -5.7
COc1ccc(C(=O)COC(=O)c2ccc(NC(=O)c3ccccc3)cc2)cc1
 : -10.5, ·, ·, 0.34, -3.7, -0.4, ·, ·, 37.5
CN1CCN(CC(=O)Nc2c(C(=O)C3CC3)oc3ccccc23)CC1
 : 11.8, 82.5, 90.8, 0.59, -49.5, -11.7, -10.9[fluorescence artefact?], ·, -1.4
Cc1nc(SCc2c(F)cccc2Cl)c2c(=O)n(C)c(=O)n(C)c2n1
 : -0.1, 62.9, 83.0, ·, 2.1, -7.6, 0.9, 81.9, -8.5
COc1ccc(S(=O)(=O)N(CC(=O)O)c2ccc(C)cc2)cc1
 : 19.4, ·, ·, -0.08, -5.2, -10.8, ·, ·, 3.1
O=C1CC(N2CCC(c3nc4ccccc4o3)CC2)C(=O)N1c1cc(Cl)cc(Cl)c1 (stereo not drawn)
 : 4.8, 106.0, 76.1, 0.17, -5.9, -21.8, 9.2[fluorescence artefact?], 93.4, 10.7
O=C1C2CCCN2C(c2ccccc2F)N1c1ccc(Cl)cc1 (stereo not drawn)
 : 9.5, 90.3, 92.9, 0.25, 37.5, -17.7, -0.2, 105.4, -0.9
Cc1noc(C)c1C(=O)Nc1cccnc1
 : -3.6, 96.7, 99.0, 1.35, -11.8, -6.2, -14.3, 114.1, 7.2
COc1ccc(CN2C(=O)C3C4C=CC(C4)C3C2=O)cc1 (stereo not drawn)
 : 15.3, ·, 104.0, -0.32, -26.7, -92.2, -4.0, 101.7, ·
COc1ccc(S(=O)(=O)N2CCCC(C(=O)O)C2)cc1 (stereo not drawn)
 : -6.9, 100.0, 100.9, 0.38, 51.2, 33.3, -9.9, 98.4, 4.4
CCCN(CCC)S(=O)(=O)c1ccc(NC(=O)Cc2cccs2)cc1
 : 14.9, 56.9, 74.9, -0.35, -6.5, -20.8, 4.9, 92.5, ·
O=C(c1ccc(F)cc1)c1ccc(N2CCCC2)cc1
 : -2.7, 50.2, 98.5, 0.17, -21.7, 6.6, -11.9[fluorescence artefact?], 96.6, 9.9
COc1ccccc1N1CCN(S(=O)(=O)c2cccc3nsnc23)CC1
 : 10.9, 76.6, 101.1, -1.37, 10.8, -19.6, 8.2, 101.4, -11.6
CC(c1nnc(SCC(=O)c2c(N)n(C)c(=O)n(C)c2=O)n1-c1ccc(Cl)cc1)N(C)C (stereo not drawn)
 : 1.6, 84.3, 88.4, 1.51, -7.0, 7.6, -0.9, 93.5, -32.7
O=C(Nc1nc2ccc(S(=O)(=O)N3CCCCC3)cc2s1)C1CCCO1 (stereo not drawn)
 : 22.1, 100.2, 77.7, -1.78, -47.9, -12.9, -3.2, 98.0, -0.1
Cc1ccc(SC(c2ccccc2)C(Cn2cncn2)C(=O)c2ccccc2)cc1 (stereo not drawn)
 : 9.7, ·, ·, -1.03, 5.3, 1.4, ·, ·, -2.4

In the list so far, three have bromine.
Value order – VCAM1 TNFa inh, H69AR inhibit, HUVEC inhibit, Pyk2 oligo antag, HUVEC tox TNFa, IL1B cytotox, Smad3 inh, Lung fibro prol, cytoskel mod
COc1ccc(C2C=C(c3ccc(Br)cc3)Nc3nc(NS(C)(=O)=O)nn32)cc1 (stereo not drawn)
 : 5.7, ·, ·, ·, -17.6, -26.6, ·, ·, -5.1
O=C(c1ccco1)N1CCN(C(=O)c2cc(-c3ccncc3)nc3ccc(Br)cc23)CC1
 : 32.0, 38.6*, 65.0, -0.15, -10.0, -15.6, -1.6, 84.2, 20.1
Brc1ccc(CSc2nccn2-c2ccccc2)cc1
 : -7.8, ·, ·, -1.86, 5.7, -8.4, ·, ·, 6.8

Some of the compounds tested; rates above refer to the full screens.
